GalR3 antagonist = blocks the human galanin receptor 3 | 0.44% of 360,000 active | AID 651719 | HEK293 GalR3-CNG cAMP membrane potential fluorescence; galR3 body fused to GalR1 C-terminus | inhibition, % at 3 µM;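 active means inhibition above the screen-wide average plus 3 SD, cut at about 13% in these data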;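 further: forskolin and galanin both at EC90 stimulate the cells; cAMP rise reported by CNG channel membrane potential dye signal; 0% = forskolin plus galanin with DMSO and 100% = forskolin alone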
DNA FID counter = fluorescent intercalator displacement, NS3 helicase counter-screen. DNA fluorescent intercalator displacement, fluorescence. 0.17% of 290,000 active. inhibition, % at 7.9 µM; in the data active means inhibition above about 37%;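 further: 0% = vehicle and 100% = reference compound; higher means more ethidium bromide displaced from hairpin DNA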
SUMO HTRF inh = blocks human SUMOylation mediated by UBC9. HTRF SUMOylation assay, SAE1/SAE2 + UBC9, in vitro. 0.36% of 290,000 active. P63279. inhibition, % at 35 µM; in the data active means inhibition above about 50%, passing the limit was not always enough; further: strong numbers were not always called active
Target sequence (P63279 whole entry, looked up): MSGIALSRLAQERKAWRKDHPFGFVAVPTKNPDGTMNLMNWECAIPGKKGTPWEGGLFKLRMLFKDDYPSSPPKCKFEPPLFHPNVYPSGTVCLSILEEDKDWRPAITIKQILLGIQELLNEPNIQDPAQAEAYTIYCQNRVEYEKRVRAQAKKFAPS
MEKK2mut PB1 HTS = signal of MEK5 binding to mutant human MEKK2 PB1 domain; percent response, % at 10 µM; 0.35% of 290,000 active; AID 1530; bead flow cytometry, Alexa488-MEK5 binding to MEKK2 mutant; in the data active means percent response above about 24%, passing the limit was not always enough; further: inactives centre near 1; some results filed as inactive read as strong as hits
NS3 helicase inh = inhibitors of Hepatitis C virus NS3 helicase; NS3 helicase DNA unwinding, Cy5 molecular beacon fluorescence; inhibition, % at 10.9 µM; 0.56% of 290,000 active;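 active means inhibition above the mean of all tested compounds plus 3 SD, set per campaign, cut at about 35% in these data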;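 further: 0% = DMSO wells and 100% = thioflavine S control wells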
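System: HCV NS3 helicase fragment; control set: DMSO and thioflavine S; technique: Cy5 fluorescence at 0 and 60 min, beacon hairpin quenching; reagent: beacon DNA duplex substrate plus ATP; replicates: singlicate; schedule: 1 h reaction at 25 °C, ATP-initiated; medium: MOPS buffer pH 6.5 with MgCl2, DTT, Tween20, BSA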
CRFBP-R2 block = antagonists of CRF-binding protein/CRF-R2 receptor complex; HEK293 CRF-R2/CRF-BP, CRF-induced calcium fluorescence; 0.59% of 350,000 active; AID 588475; inhibition, % at 11.8 µM;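 active means inhibition of the ligand-induced calcium signal above about 50% at the single tested concentration, limit read from the data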
MEKK3 PB1 HTS = MEKK3-MEK5 PB1 interaction, increase or decrease; bead-based flow cytometry, Alexa488-MEK5 binding to MEKK3; actives lie on both sides; 0 = blocked by unlabeled MEK5, 100 = vehicle; Q99759; 1.4% of 290,000 active; binding response (% of control), % at 10 µM;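 active means binding response more than 3 SD above or below the average of its plate-row segment, actives on both sides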;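 further: Alexa488 bead fluorescence after subtracting the streptavidin-only scavenger bead signal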
Target sequence (Q99759 whole entry, looked up): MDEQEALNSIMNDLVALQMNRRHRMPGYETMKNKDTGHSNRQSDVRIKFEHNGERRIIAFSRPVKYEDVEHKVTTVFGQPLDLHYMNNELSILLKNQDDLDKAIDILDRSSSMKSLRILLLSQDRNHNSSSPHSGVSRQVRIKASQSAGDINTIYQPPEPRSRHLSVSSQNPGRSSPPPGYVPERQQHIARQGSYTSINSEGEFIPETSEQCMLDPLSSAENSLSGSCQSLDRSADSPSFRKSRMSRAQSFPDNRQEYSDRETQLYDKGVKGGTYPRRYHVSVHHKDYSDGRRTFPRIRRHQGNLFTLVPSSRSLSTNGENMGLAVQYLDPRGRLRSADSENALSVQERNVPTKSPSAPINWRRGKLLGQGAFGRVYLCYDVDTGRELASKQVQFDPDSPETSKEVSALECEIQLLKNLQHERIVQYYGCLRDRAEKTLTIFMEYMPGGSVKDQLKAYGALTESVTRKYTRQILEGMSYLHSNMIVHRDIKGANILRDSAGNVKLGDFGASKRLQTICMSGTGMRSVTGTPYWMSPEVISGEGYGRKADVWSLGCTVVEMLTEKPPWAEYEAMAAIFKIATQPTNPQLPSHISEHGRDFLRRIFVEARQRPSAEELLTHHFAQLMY
MEKK2 WT-MEK5 = raises or lowers MEK5 binding to wildtype human MEKK2 PB1 domain. Q9Y2U5. bead flow cytometry, Alexa488-MEK5 binding to MEKK2 WT; actives lie on both sides. binding response (% of control), % at 10 µM. 1.1% of 290,000 active. AID 1531; in the data active means binding response below about 67% or above about 130%
CRFBP-R2 agonist = agonists of human CRF-binding protein/CRF-R2 receptor complex; HEK293 CRF-R2/CRF-BP, calcium dye fluorescence (FLIPR); percent of saturating CRF peptide response; activation, % at 13.2 µM; 0.46% of 350,000 active;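 active means activation of at least 50%, plus an integration ratio under a set limit after plate pattern correction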;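 further: plate controls were neutral control wells without compound for no effect and CRF at EC100 for full effect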
Numbers without * were called inactive; nt = not tested or not shown; & = joins results of further samples; [ ] = remark or other dose. Some of the compounds tested; count on the stated rates, not on these rows.

SMILES,GalR3 antagonist,DNA FID counter,SUMO HTRF inh,MEKK2mut PB1 HTS,NS3 helicase inh,CRFBP-R2 block,MEKK3 PB1 HTS,MEKK2 WT-MEK5,CRFBP-R2 agonist
CCCc1ccc(Oc2cn[nH]c2-c2ccc(O)cc2O)cc1,-6,5,-22,-1,-14,-33,105,103,14
O=c1[nH]c2ccc(Cl)cc2c(O)c1Cc1ccccc1,-4,0,1,-45,-2,9,98,94,-4.2
CCOC(=O)N1CCC(Nc2nc(OC)nc(OC)n2)CC1,-1,-7,2,3,0,3,99,100,-0.1
Cn1c(=O)c2c(nc(CN3CCOCC3)n2Cc2ccccc2)n(C)c1=O,-8,-15,nt,nt,0,1,nt,nt,-0.1
CCN(CC)CCNC(=O)c1ccc(NC(=O)CC(NC(=O)c2ccccc2Cl)c2ccccc2)cc1 (stereo not drawn),-1,21,-2,16,-7,-9,103,110,0.8
Cc1cc(C)c(C#N)c(Sc2ccc(N)cc2)n1,3,-5,-7,-2,9,-2,98,98,-1.6
Cc1cccc(C(=O)Nc2sc3c(c2C(=O)O)CCC3)c1,4,-15,16,-14,29,6,75*[inhibitor],84,-1.2
CCNC(=O)/C(=C\C=C\c1ccccc1)NC(=O)c1ccc(Br)o1,-4,-7,9,-2,-1,14,91,94,-2.5
Clc1ccc(OCCSCc2nc3ccccc3[nH]2)cc1,-1,-2,-18,5,-7,6,105,103,1.8
Cc1ccc2nc(NS(=O)(=O)c3cn(C)nc3C)sc2c1,1,-16,-9,0,1,12,99,105,0.5
COC(=O)c1ccccc1S(=O)(=O)N1CCC(NC(=O)c2ccccc2)CC1,-11,-10,-2,-3,11,-3,101,101,-8.4
CCOC(=O)C1(Cc2ccccc2C(F)(F)F)CCN(C(=O)c2cc(C)n(C)n2)CC1,-3,-41,12,-9,-2,-3,106,91,0.2
Cc1cc(C)c(S(=O)(=O)N2CCOCC2)cc1NS(=O)(=O)c1cc(OCC(N)=O)c(C)cc1Cl,-3,-32,2,9,8,-3,109,108,1.7
Cc1ccc(-c2cc(-c3n[nH]c(=S)n3C)c3ccccc3n2)cc1,8,-22,-7,-11,-2,3,82,75,-0.1
CCOC(=O)C(C)Sc1nc(-c2cccs2)ccc1C#N (stereo not drawn),-4,-13,9,5,-10,-14,104,105,4.9
Cc1cc(Cl)ccc1C(=O)C1CCCN(C(=O)c2ccc3ncccc3c2)C1 (stereo not drawn),1,-26,-1,-5,-3,-12,104,94,-2.0
O=C(O)c1cnc(-c2ccccc2)nc1Oc1ccc(Cl)cc1,-5,-20,16,-4,1,11,105,102,0.9
COc1ccc(-c2nn(C)c(=O)c3ccccc23)cc1NS(C)(=O)=O,-4,-5,22,7,3,-3,104,103,-1.2
COC(=O)c1cc(C#N)c(N(C)Cc2ccccc2)nc1C,2,-5,-3,16,-6,62*,97,99,2.7
O=C(N1CCN(c2ccccc2)CC1)C12CC3CC(CC(C3)C1)C2,-6,-8,20,5,0,-13,105,105,9.1
COC(=O)N(NC(=O)C(O)(c1ccccc1)c1ccccc1)c1ccc(C)cc1,-6,-8,-18,14,3,-10,102,113,-3.0
Cc1cc(C)c2c(C)[nH]nc2n1,-4,-4,23,1,-5,-4,100,101,-0.2
S=C(NCCCc1ccccc1)Nc1ccccc1Cl,-5,1,-11,-1,-10,31,101,109,6.4
Fc1ccccc1CSc1nc2ncc(Br)cc2[nH]1,-4,-1,1,-6,12,0,92,91,-1.2
COc1ccccc1N1CCN(c2cc(=O)n(-c3ccc(Br)cc3)c(=O)[nH]2)CC1,-1,-1,0,3,-1,1,95,99,0.1
O=C(CCN1C(=O)/C(=C/C=C/c2ccccc2)SC1=S)Nc1nccs1,-4,-2,31,nt,4,-8,nt,nt,1.6
C=C1c2cc(OC)ccc2NC(=O)N1CC,0,15,10,2,7,0,102,104,-0.7
Cc1ccc(NS(=O)(=O)c2c(C)[nH]c(=O)[nH]c2=O)cc1C,1,1,12,1,-2,9,101,100,-1.9
Cc1ccsc1/C=N\NC(=O)CC(=O)NCc1ccccc1,1,-9,18,-5,-15,8,97,97,-0.7
O=C(O)Cn1c(O)c(C=Nc2ccccc2)sc1=S,-4&-3,-3&-1,12&14,-2&5,3&-1,1&4,97&103,98&102,-0.4&-0.3
O=c1c2ccccc2nc(N/N=C/c2c(O)ccc3ccccc23)n1O,-3,-5,-49,nt,15,-10,nt,nt,0.5
Cc1ccc(S(=O)(=O)N(CC(=O)NCCC2=CCCCC2)Cc2ccccc2)cc1,-6,-35,-6,-3,-8,-39,100,95,6.3
COc1ccc(Cc2n[nH]c(=S)n2NC(=O)Nc2ccc(Cl)c(Cl)c2)cc1,4,-13,97*,5,-7,-5,109,111,1.1
CC12CCC(=O)N1C(C(=O)Nc1nnc(SCc3ccc(F)cc3)s1)CS2 (stereo not drawn),-3,-35,10,8,7,-7,105,106,0.7
COc1ccccc1NC(=O)N1c2ccccc2NC(=O)CC1C (stereo not drawn),-4,-8,-2,0,-5,-6,100,101,0.9
Fc1ccc(C2=NOC(c3nnc(-c4ccccc4)o3)C2)cc1 (stereo not drawn),-4,nt,-25,5,nt,4,108,105,-3.2
CCN(C(=O)COc1ccccc1)c1nnc(-c2cccnc2)s1,-3,-12,-4,0,0,-3,99,96,-2.4
CCS(=O)(=O)N1CCCC(c2nc(-c3cccc(OC)c3)no2)C1 (stereo not drawn),-5,-14,2,5,-3,-11,105,107,-2.3
COc1ccccc1CNC(=O)c1cnccn1,-3,-2,11,2,-5,-8,97,102,11
O=Cc1ccccc1-c1cn(CN2C(=O)c3ccccc3C2=O)nn1,-3,-6,9,-3,16,6,99,104,-2.1
O=C(Cc1cccs1)N1CCCC(c2nc3c(nnn3Cc3ccccc3Cl)c(=O)[nH]2)C1 (stereo not drawn),-5,-44,5,4,-8,-15,101,101,-2.8
CC(C)OCCCNC(=O)C(NS(=O)(=O)c1ccc2c(c1)c(=O)n(C)c(=O)n2C)c1ccccc1 (stereo not drawn),nt,-11,9,-3,7,nt,103,91,nt
CN(Cc1ccccc1)C(=O)CCC1CCN(S(=O)(=O)N(C)C)CC1,-9,-28,17,10,5,4,106,112,-3.1
CC(C)c1c(C(=O)N/N=C/c2ccc(OCc3ccc(F)cc3)cc2)nnn1-c1nonc1N,-9,-18,-6,2,-19,-1,105,101,-0.1
CSCC[C@@H](C(=O)NCc1cccs1)N1Cc2ccccc2C1=O,nt,-12,0,6,8,34,101,99,-1.9
CC(C)c1nc2sc3c(c2c(=O)[nH]1)CC(C)(C)OC3,-10,-6,-3,3,-5,-4,102,105,1.9
COC(=O)c1ccc(-n2nnnc2SCc2ccccc2OC)cc1,-4,-12,16,1,-9,18,99,101,1.8
N#CCSc1nc(-c2ccccc2)nc2ccc(F)cc12,-4,-7,7,4,-1,-5,104,100,5.0
Cc1ccccc1C(=O)NC1CCN(C(=O)N(c2ccccc2)c2ccccc2)CC1,-1,-36,15,-1,-4,-18,101,99,0.2
N#CCC(=O)NNC(=S)NC(=O)C(c1ccccc1)c1ccccc1,-3,-7,-69,-10,-14,25,97,88,0.8
CCOC(=O)C1=C(CC)Nc2ccccc2N=C1NC(=O)Cn1cnc2ccccc2c1=O,-2,5,1,6,2,-2,108,108,0.5
COc1ccc2nc(N/C(N)=N/C(=S)Nc3cccc(C)c3)nc(C)c2c1,1,-2,-9,1,-49,15,104,99,-1.9
O=C(CSc1ncnc2ccccc12)c1ccc2c(c1)OCCO2,2,-17,1,-2,-32,-18,94,94,2.6
COc1ccc(-c2cc(-c3cccs3)nc(OC)c2C#N)cc1OC,-1,-5,40,11,-4,-11,102,100,1.0
CCOc1cc(CNC2CCCC2)cc(Cl)c1OCc1ccc(F)cc1,-8,28,-39,14,-14,-31,101,144*,-0.7
O=C(COc1ccc(S(=O)(=O)Nc2ccccc2)cc1)NCc1ccncc1,-2,-5,13,-5,3,1,101,99,-2.4

(continued)
SMILES,GalR3 antagonist,DNA FID counter,SUMO HTRF inh,MEKK2mut PB1 HTS,NS3 helicase inh,CRFBP-R2 block,MEKK3 PB1 HTS,MEKK2 WT-MEK5,CRFBP-R2 agonist
CCOC(=O)c1ccc(NC(=O)C2CC(=O)Nc3nc4ccccc4n32)cc1 (stereo not drawn),-1,1,-6,-2,1,16,109,108,7.0
CCOC(=O)CN(C(=O)CSc1nnc(COc2ccc(OC)cc2)n1C)c1ccccc1,-5,-36,31,-2,5,15,102,95,-0.5
COc1ccc(-c2csc3ncnc(NCCN4CCOCC4)c23)cc1,0,-16,10,-4,-5,-7,99,106,0.1
N#CC1=C(N)C(C#N)(C#N)C(c2cccnc2)C2CC(c3ccccc3)CC=C12 (stereo not drawn),nt,-17,34,-6,-3,-16,98,92,6.5
C=CCn1c(CNC(=O)c2ccccc2F)nnc1SCC(=O)NC(C)c1ccccc1 (stereo not drawn),1,-17,20,0,2,4,102,100,-0.1
CCCn1c2ccccc2c2cnn(CC(=O)NC3CCCCC3)c(=O)c21,-9,-32,23,4,-4,-4,106,105,-2.2
Cc1ccc2cc(C)c3nnc(SCC(=O)N4CCN(C(=O)c5ccco5)CC4)n3c2c1,-7,-21,27,-3,3,2,91,95,0.8
Cc1ccc(C)c(N(C(=O)c2snc(C(N)=O)c2N)C(C(=O)NCC2CCCO2)c2ccc(C)o2)c1 (stereo not drawn),-9,-42,4,-3,-8,9,102,97,-1.8
COc1ccc(C(=O)OCC(=O)Nc2c(C)cccc2C)cc1,-11,-8,9,0,-6,6,106,104,1.4
Cc1cc(=O)oc2c3c(cc(OCC(=O)NCC4CCC(C(=O)O)CC4)c12)OC(C)(C)CC3 (stereo not drawn),-7,-45,32,-1,-10,6,97,101,-0.4
COc1ccc(-n2nnnc2SCC(=O)Nc2nc3c(s2)CCCC3)cc1,3,-18,-14,3,-24,0,109,104,1.1
COc1ccccc1CNC(=O)CSc1cc(=O)n(C)c2ccccc12,-3,-1,12,8,11,1,106,106,-0.5
O=C(N/N=C/c1c[nH]c2ccccc12)C1CC1c1ccccc1 (stereo not drawn),-6,2,-9,1,-13,-66,106,101,-2.4
Cc1cc(NC(=O)c2cccc(S(=O)(=O)N3CCCCCC3)c2)no1,-3,-14,-3,-1,3,-59,97,100,-1.0
COC(=O)CSc1nnc(C)n1-c1ccc(C)cc1,0,-2,9,1,0,4,103,103,-0.9
CCC(=O)Nc1ccc(-c2ccc(N3CCC(C)CC3)nn2)cc1,nt,-30,12,5,1,-6,102,104,-1.0
S=C(NCc1ccccc1)NCc1ccccn1,-3,-2,11,5,10,-3,96,103,-0.8

Entries of single compounds as entered above. Screens in order: GalR3 antagonist | DNA FID counter | SUMO HTRF inh | MEKK2mut PB1 HTS | NS3 helicase inh | CRFBP-R2 block | MEKK3 PB1 HTS | MEKK2 WT-MEK5 | CRFBP-R2 agonist
CCCc1ccc(Oc2cn[nH]c2-c2ccc(O)cc2O)cc1 as listed: -6 | 5 | -22 | -1 | -14 | -33 | 105 | 103 | 14
COc1ccc(-c2nn(C)c(=O)c3ccccc23)cc1NS(C)(=O)=O as listed: -4 | -5 | 22 | 7 | 3 | -3 | 104 | 103 | -1.2

Screens deposited in PubChem BioAssay by several laboratories.
